Screening data as filed in PubChem BioAssay.
D2 agonist: agonists of human D2 dopamine receptor. activation, % at 2 µM. HEK293 T-REx D2 cells, calcium flux agonist mode. AID 485358. 340,000 tested, 0.53% active;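 active means activation over 3 SD above normal in the single-dose calcium agonist read, cut at about 30% in these data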; further: 0% is about no effect
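Calcium-flux readout, 1 cycle/sec over 180 s following compound pin transfer, in inducible HEK293 Trex D2 cells (force-coupled); dopamine controls included. Positive calcium responses during this window marked compounds as potential agonists.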
TRHR enhancer: allosterically enhances the human TRH receptor; P34981; TRHR cells, fluo-8 calcium fluorescence, EC20 TRH enhancement; enhancement, % at 2 µM; 360,000 tested, 0.66% active; in the data active means enhancement above about 30%; further: 0% is about no effect
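TRHR-expressing cells loaded with fluo-8 calcium dye were read kinetically (ex 480/em 530) during compound addition, then stimulated with an EC20 of TRH (10 nM final). Enhancement of the Gq-mediated intracellular calcium response was scored.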
TrxR1 substrate: rat thioredoxin reductase 1 substrate activity; O89049; purified TrxR1 substrate turnover, NADPH consumption readout; Potency, µM (highest dose often 114 µM), inactives show at the top dose activity change, negative = substrate turnover; 390,000 tested, 0.01% active; further: potency means the concentration at half of the fitted maximal effect; on the % scale 0 is the no-effect control and ±100 the full control effect; nearly all actives have a fitted effect of over 50% in size
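Rat TrxR1, dispensed at 90 nM, was prereduced with 400 uM NADPH (final) for 5 min at ~22 deg C, then incubated with compound 15 min before 400 uM selenite. A first-read NADPH fluorescence drop versus no-compound background flagged substrates.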
mIDH1 inhibitor: blocks human mutant IDH1 R132H enzyme; O75874; IDH1-R132H enzyme, NADPH consumption, diaphorase/resazurin fluorescence; Potency, µM (series often up to 76.6 µM), for inactives: top-dose activity change, negative = inhibition, usual class: inhibitors; 390,000 tested, 0.093% active; further: potency means the concentration at half of the fitted maximal effect; on the % scale 0 is the no-effect control and ±100 the full control effect; nearly all actives have a fitted effect of over 65% in size
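IDH1-R132H (0.5 ug/mL dispensed) in pH 7.5 Tris buffer was preincubated 30 min with compound, then given a substrate mix of 0.016 mM NADPH and 2 mM alpha-KG for 80 min at room temperature; remaining NADPH was read by diaphorase/resazurin fluorescence.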
TRHR ag: agonists of human TRH receptor; TRHR cells, calcium flux fluo-8, FDSS agonist mode; 360,000 tested, 0.18% active; AID 493084; P34981; activation, % at 2 µM; in the data active means activation above about 30%; further: 0% is about no effect
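Read-out: compound-evoked intracellular calcium rise in TRHR cells, fluo-8 dye, kinetic FDSS fluorescence at 1 s/cycle following a 10-cycle baseline. Cells cultured overnight before dye loading (30 min–1.5 h, RT).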
PI4K2A inh: blocks human PI4K2A kinase activity; Q9BTU6; purified PI4K2A, ADP-Glo luminescence, 1 h; active compounds read low; activity change, negative = inhibition, % at 76.9 µM; 420,000 tested, 0.13% active; AID 1346378; in the data active means activity change below about -50%; inconclusive means mostly about -30% to -49%;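 further: -100% = wells without enzyme as full effect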
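In this quantitative HTS, ADP production by PI4K2A was quantified luminescently after 1 h at ambient temperature; 100 microM adenosine served as plate-quality control.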
D2 antag: antagonizes the human D2 dopamine receptor | P14416 | inhibition, % at 10 µM | 340,000 tested, 2% active | HEK293 TREx D2 cells, calcium flux, dopamine EC80; in the data active means inhibition above about 30%; further: 0% is about no effect
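Overnight-induced (tetracycline, 30 C) HEK293 T-REx cells carrying force-coupled D2 receive a no-wash calcium dye, then compound, then EC80 dopamine at 180 s; signals are read kinetically throughout.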
USP1 inh: USP1/UAF1 (human) deubiquitinase inhibition. recombinant USP1/UAF1, Ub-Rhodamine cleavage fluorescence. Potency, µM (doses to about 57.1 µM), for inactives: at the highest dose activity change, negative = inhibition, actives largely listed as inhibitors. 390,000 tested, 0.23% active. AID 743255; further: potency means the concentration at half of the fitted maximal effect; on the % scale 0 is the no-effect control and ±100 the full control effect; nearly all actives have a fitted effect of over 60% in size; inactives centre near -12
Target sequence (O94782 whole entry, looked up): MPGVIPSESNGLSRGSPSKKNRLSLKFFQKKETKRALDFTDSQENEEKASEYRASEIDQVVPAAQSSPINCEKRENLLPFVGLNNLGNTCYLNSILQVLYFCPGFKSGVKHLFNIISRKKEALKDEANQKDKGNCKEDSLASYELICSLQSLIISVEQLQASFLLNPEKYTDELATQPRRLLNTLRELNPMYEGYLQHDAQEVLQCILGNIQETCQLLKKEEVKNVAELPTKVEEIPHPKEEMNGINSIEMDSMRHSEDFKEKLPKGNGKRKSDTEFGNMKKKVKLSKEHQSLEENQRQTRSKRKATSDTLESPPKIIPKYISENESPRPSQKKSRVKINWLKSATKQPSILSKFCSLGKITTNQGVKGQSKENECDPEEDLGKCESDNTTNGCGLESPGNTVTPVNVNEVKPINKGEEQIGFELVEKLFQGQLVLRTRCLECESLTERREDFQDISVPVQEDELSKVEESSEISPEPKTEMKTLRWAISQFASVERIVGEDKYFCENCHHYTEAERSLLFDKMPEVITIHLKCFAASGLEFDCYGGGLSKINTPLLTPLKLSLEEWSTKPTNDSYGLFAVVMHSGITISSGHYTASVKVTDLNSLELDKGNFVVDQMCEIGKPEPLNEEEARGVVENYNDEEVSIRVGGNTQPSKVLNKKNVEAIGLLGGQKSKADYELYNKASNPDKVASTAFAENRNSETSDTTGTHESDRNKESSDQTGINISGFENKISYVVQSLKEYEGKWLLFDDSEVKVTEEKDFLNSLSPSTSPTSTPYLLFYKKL
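Step one: compound is pinned into 1nM USP1/UAF1 in HEPES pH 7.8 buffer with TCEP. Step two: 15 min room-temperature incubation. Step three: Ub-Rho (150nM final) starts cleavage, tracked by fluorescence over six one-minute reads.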
rTrxR1 inhibitor: rat TrxR1 inhibition; 390,000 tested, 1% active; Potency, µM (titrated, usually from 114 µM), for inactives: top-dose activity change, negative = inhibition, hits mostly inhibitors; recombinant rTrxR1, NADPH fluorescence consumption, selenite substrate; O89049; further: potency means the concentration at half of the fitted maximal effect; on the % scale 0 is the no-effect control and ±100 the full control effect; nearly all actives have a fitted effect of over 65% in size
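Rat TrxR1 (90 nM in the dispensed reagent) was pre-reduced with 400 uM NADPH for 5 min at room temperature, then incubated with compound for 15 min. After 400 uM selenite was added, NADPH fluorescence (Ex 340/Em 450 nm) was followed for 8 min.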
Active calls of the source: *; ? = inconclusive; nt = no result given; [ ] = another dose, or the depositor's remark. Unless noted, the call rests on the fitted dose curve; in most records, active means well fitted inhibition curve with a large enough effect; inconclusive means small, poorly fitted or top-dose-only effect; inactive means no such curve, though single readings can be large or run the other way.

| canonical_smiles | TRHR ag | PI4K2A inh | TrxR1 substrate | rTrxR1 inhibitor | D2 antag | D2 agonist | mIDH1 inhibitor | USP1 inh | TRHR enhancer |
| --- | --- | --- | --- | --- | --- | --- | --- | --- | --- |
| O=C(NNC(=O)c1cc(-c2ccncc2)nc2ccccc12)c1ccccc1O | 0.1 | -4 | -8%[57.1 µM] | -13%[57.1 µM] | -7 | 0.2 | 4% | -11% | 4 |
| COc1ccc(N2C(=O)C(Cl)=C(N(CCO)Cc3ccccc3)C2=O)cc1 | -0.1 | 14 | -5% | -1% | -6 | 0.2 | 6% | -20% | 11 |
| Cc1nn(CC(=O)Nc2nnc(CC(=O)N3CCCC3)s2)c(=O)c2ccccc12 | 0.2 | -2 | -1% | -4% | -6 | 2.3 | -8% | 4% | 3 |
| O=C(c1cc(-c2cccc(O)c2)on1)N1CCc2ccccc2C1 | 0.3 | 0 | -5% | 0% | -21 | -0.4 | 6% | -24% | -1 |
| CCOC(=O)c1ccccc1NC(=O)Cn1c(=O)n(CCCC(=O)NCc2ccc3c(c2)OCO3)c(=O)c2ccccc21 | 0.0 | 0 | -1% | 8% | nt | 0.2 | 12% | -23% | 3 |
| Cc1cccn2c(=O)c3cc(C(N)=S)c(=N)n(CCCN4CCOCC4)c3nc12 | -1.5 | 1 | 11% | -9% | 0 | -0.7 | 1% | -21% | 3 |
| O=C(NC12CC3CC(CC(C3)C1)C2)N1CCN(C(=O)c2ccco2)CC1 | -0.1 | -6 | -4% | 2% | -4 | 9.4 | 3% | -18% | -2 |
| COc1ccc(-c2nc(C#N)c(N3CCc4ccccc4C3)o2)cc1OC | -0.9 | 0 | 185%[activator][57.1 µM] | 187%[activator][57.1 µM] | -5 | 0.4 | -2% | -12% | 4 |
| O=C(CCC(=O)N(CC(=O)NC1CCCCC1)Cc1cccs1)Nc1ccccn1 | -0.2 | 0 | 7%[57.1 µM] | 8%[57.1 µM] | -4 | 0.3 | 6% | -22% | -5 |
| COC(=O)[C@@]1(Cc2ccc(F)cc2)[C@H]2c3cc(C(=O)N(C)C)n(Cc4ccc(OC)c(OC)c4)c3C[C@H]2CN1C(=O)c1ccccc1 | 4.2 | 0 | -2% | 3% | 16 | 3.0 | -9% | -31% | -5 |
| O=c1c2ccccc2c(-c2cccc(C(F)(F)F)c2)nn1-c1ccccc1 | 0.1 | -4 | -20%[57.1 µM] | 10%[57.1 µM] | 0 | 2.4 | 9% | -7% | -7 |
| CC1=CC(=C2C(=O)c3ccccc3C2=O)C=C(C)O1 | -0.6 | -3 | -13% | -21% | 6 | -0.5 | -3% | 0% | -5 |
| CCOC(=O)C1=C(CN(CC)Cc2ccccc2)NC(=O)NC1c1ccc(OC(C)C)cc1 (configuration not stated) | 3.3 | 0 | -14% | 6% | nt | 1.4 | -1% | -26% | 5 |
| Cc1ccc(S(=O)(=O)NC(C)C(=O)OCC(=O)N(C)c2ccccc2)cc1 (configuration not stated) | -0.3 | 0 | 4% | 15% | -49 | 0.5 | -5% | -7% | 6 |
| CCC(OC(=O)c1nsc(Cl)c1Cl)C(=O)NC(C)(C)CC (configuration not stated) | 0.1 | -19 | 3%[57.1 µM] | -4%[57.1 µM] | -21 | 0.3 | -2% | -3% | 2 |
| Cc1onc(-c2ccccc2Cl)c1C(=O)Nc1ccc(N2CCOCC2)cc1 | 1.0 | -15 | -3% | 1% | 5 | -0.4 | 3% | -10% | 1 |
| Cc1ccc(-n2nc(C(=O)N3CCN(c4cc(Cl)ccc4C)CC3)c(=O)n(C)c2=O)cc1 | 0.8 | 1 | 5%[57.1 µM] | 25%[57.1 µM] | nt | 1.7 | 11% | -9% | -5 |
| CS(=O)(=O)N1CCN(C(=O)c2ccc(F)cc2)CC1 | 0.0 | -1 | 13%[57.1 µM] | 23%[57.1 µM] | 12 | 0.4 | 4% | -12% | -6 |
| CCCC(=O)NC(=S)Nc1nc(-c2ccc(OC)cc2)cs1 | 0.4 | -22 | 1%[57.1 µM] | -1%[57.1 µM] | 7 | 0.5 | 6% | -10% | -1 |
| Cn1cc(S(=O)(=O)NCc2ccc(F)cc2)c(=O)n(C)c1=O | 0.5 | -3 | 9% | 27% | -12 | -2.4 | -3% | -14% | 8 |
| CC1(C)CC(=O)C(C=NCCN2CCN(C(=O)c3ccc(Br)cc3)CC2)=C(O)C1 | 0.0 | 5 | -3% | ? | 0 | 1.1 | 3% | -5% | 1 |
| COc1ccc(C2(C)NC(=O)NC2=O)cc1OC (configuration not stated) | -0.8 | 0 | 0%[57.1 µM] | 3%[57.1 µM] | -3 | 0.9 | -4% | -20% | -2 |
| COc1ccccc1C(=O)Nc1ccc2c(c1)OCCO2 | nt | 5 | 8%[57.1 µM] | 8%[57.1 µM] | nt | nt | 4% | -8% | nt |
| CCOC(=O)c1cc(C)sc1/N=C/C1C(=O)CC(C)(C)CC1=O | 0.2 | 0 | 1% | ? | 16 | 14 | 4% | -17% | -3 |
| O=C(NCC1CCCO1)c1ccccc1NC(=O)c1cccc2ccccc12 (configuration not stated) | 0.1 | 8 | -5% | -1% | -20 | -1.5 | 0% | -20% | 4 |
| Cc1cc(C(=O)N2CCCC(N3CCN(c4cccc(C(F)(F)F)c4)CC3)C2)no1 (configuration not stated) | -2.4 | -4 | 2% | 4% | -25 | -1.6 | 2% | 5% | 8 |
| CCCCOC(=O)/C(C#N)=C/c1ccc(-c2ccc(Br)cc2)o1 | 2.0 | 1 | -3% | 3% | nt | 1.4 | 0% | -21% | 1 |
| Cc1ccc(NC(=O)CN(C)C(=O)COc2ncnc3ccc(Br)cc23)cc1 | -1.7 | 0 | -3% | 19% | -3 | 0.1 | -8% | -19% | 1 |
| CCOC(=O)C(NCc1ccc2c(c1)OCO2)(NC(=O)c1ccccc1)C(F)(F)F (configuration not stated) | -0.3 | 1 | -4% | 10% | 19 | -1.1 | 2% | -4% | 0 |
| CC(=O)NS(=O)(=O)c1ccc(N=c2ssc3c2-c2cc(C)ccc2NC3(C)C)cc1 | 0.2 | -7 | -4% | 1% | -7 | -0.5 | ? | -17% | 8 |

Some entries already given, reduced to PI4K2A inh, D2 agonist and TrxR1 substrate:
| SMILES | PI4K2A inh | D2 agonist | TrxR1 substrate |
| --- | --- | --- | --- |
| O=C(NNC(=O)c1cc(-c2ccncc2)nc2ccccc12)c1ccccc1O | -4 | 0.2 | -8%[57.1 µM] |
| CCC(OC(=O)c1nsc(Cl)c1Cl)C(=O)NC(C)(C)CC (configuration not stated) | -19 | 0.3 | 3%[57.1 µM] |

Later entries:
| canonical_smiles | TRHR ag | PI4K2A inh | TrxR1 substrate | rTrxR1 inhibitor | D2 antag | D2 agonist | mIDH1 inhibitor | USP1 inh | TRHR enhancer |
| --- | --- | --- | --- | --- | --- | --- | --- | --- | --- |
| CCOc1ccccc1NC(=O)CSc1nnc(-c2cnccn2)n1C | -0.3 | 0 | -11% | -14% | -21 | -0.2 | 9% | -14% | 4 |
| CC(C)CN1CN(Cc2ccccc2)CNC1=S | -0.3 | 7 | 7% | 7%[57.1 µM] | 6 | -0.2 | 2% | ? | 5 |
| CC(C)(C)NC(=O)NC(=O)CN1C(=O)NC(c2ccccc2)(c2ccccc2)C1=O | -0.2 | 1 | -2% | 3% | nt | nt | 0% | -10% | 0 |
| CC(=O)c1ccc(-c2nc3c4ccccc4ccn3c2C(C)=O)o1 | -1.2 | -6 | 26% | 0% | 15 | 0.2 | -1% | -21% | -2 |
| O=C(NC1CCCCCC1)C1CCN(S(=O)(=O)c2cnc[nH]2)CC1 | 0.1 | -2 | 2% | 12% | -4 | -0.6 | 1% | -20% | -5 |
| Cc1ccc2cccc(O)c2[n+]1[O-] | 0.1 | 2 | -8% | -23% | -8 | 0.2 | 9% | -8% | -2 |
| O=C(NC12CC3CC(CC(C3)C1)C2)N1CCCC(CO)C1 (configuration not stated) | 1.0 | -2 | -8% | 11%[57.1 µM] | 9 | 0.1 | 0% | -1% | -3 |
| CC1=C/C(=C(/c2cc(C)c(O)c(Br)c2)c2ccccc2S(=O)(=O)O)C=C(Br)C1=O | 0.4 | ? | -5%[57.1 µM] | -14%[57.1 µM] | -5 | 0.5 | 40%[activator] | -22% | 4 |
| Cc1cccc(N(C(=O)c2snc(C(N)=O)c2N)C(C(=O)NCc2ccccc2)c2ccncc2)c1 (configuration not stated) | -2.0 | 1 | 2% | -12% | 1 | -3.0 | ? | -15% | 1 |
| COc1cc(CNCCO)ccc1OCCc1ccccc1 | 1.5 | -14 | 14% | 26% | -14 | 0.0 | -3% | -20% | 0 |
| COc1cccc(CNC(=O)Cn2c(=O)oc3cc(S(=O)(=O)N4CCCCCC4)ccc32)c1 | -0.5 | -2 | 3%[57.1 µM] | 15%[57.1 µM] | nt | nt | 11% | -14% | -1 |
| Cn1c(SCC(=O)c2ccccc2)nnc1-c1cnccn1 | 0.3 | -7 | -3% | ? | 10 | 0.9 | -3% | -7% | 7 |
| COC(=O)c1cc(-c2ccc(OC)cc2F)nc2nc(SC)[nH]c(=O)c12 | -2.2 | -2 | 89%[activator] | 22% | nt | nt | -6% | -12% | 10 |
| COc1ccc2c(c1)CC/C(=C\c1ccc(OC)c(Cn3cccn3)c1)C2=O | 3.3 | -3 | -9% | -3% | 5 | 5.8 | 11% | -13% | -3 |
| COCC(O)CSc1c([N+](=O)[O-])nc(C)n1Cc1ccc(OC)c([N+](=O)[O-])c1 (configuration not stated) | -1.0 | 1 | -3% | -24% | 0 | 0.5 | 3% | -16% | 0 |
| CCCCCC(=O)NN=C1CCN(Cc2ccccc2)CC1 | 0.3 | -3 | 3% | 5% | -7 | 0.1 | -1% | -17% | 11 |
| CCOC(=O)CNC(=O)CSc1nnnn1-c1cc(C)ccc1C | 0.5 | -2 | -1% | 2% | -10 | 0.0 | 8% | -12% | 5 |
| CC(C)=CCOc1ccc([C@@H]2COc3c(ccc4c3C=CC(C)(C)O4)C2)c(O)c1 | nt | 5 | 0% | 19% | nt | nt | -1% | ? | nt |
| Cn1nc(CC(=O)NCc2ccc(F)cc2)c2ccccc2c1=O | 0.2 | 8 | 4% | 16% | 5 | 0.5 | -1% | -25% | 2 |
